Vif-APOBEC3G blk – qHTS for Inhibitors of Vif-A3G Interactions: qHTS; AID 602310, 2012; Potency, µM (series often up to 46.1 µM), for the others: at the highest dose activity, negative = active, actives largely listed as inhibitors; HeLa A3G-eYFP + Vif (tagged APOBEC3G with the HIV-1 protein that degrades it), YFP fluorescence, overnight; DNA dC->dU-editing enzyme APOBEC-3G (Homo sapiens), Q9HC16; 410,000 tested, 0.076% active;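 further: potency means the concentration at half of the fitted maximal effect; on the % scale 0 is the no-effect control and ±100 the full control effect; nearly all actives have a fitted effect of over 60% in size; hits raise eYFP signal because A3G escapes Vif-driven loss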
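HeLa cells stably expressing Vif and C-terminally eYFP-tagged A3G, seeded overnight at 37 deg C, then exposed to compound by pintool overnight at 37 deg C. Rise in yellow fluorescence (Ex 488/Em 500-530, Acumen) marks blocked Vif-driven A3G degradation.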
D1 antagonist – Antagonist of Human D 1 Dopamine Receptor: qHTS; 360,000 tested, 3.2% active; activity change, negative = inhibition, % at 10 µM; HEK293 TREx D1 cells, calcium flux, dopamine EC80; stronger effect = lower value; in the data active means activity change below about -30%; further: on the % scale 0 is the no-effect control and ±100 the full control effect
Target sequence (P21728 whole entry, looked up): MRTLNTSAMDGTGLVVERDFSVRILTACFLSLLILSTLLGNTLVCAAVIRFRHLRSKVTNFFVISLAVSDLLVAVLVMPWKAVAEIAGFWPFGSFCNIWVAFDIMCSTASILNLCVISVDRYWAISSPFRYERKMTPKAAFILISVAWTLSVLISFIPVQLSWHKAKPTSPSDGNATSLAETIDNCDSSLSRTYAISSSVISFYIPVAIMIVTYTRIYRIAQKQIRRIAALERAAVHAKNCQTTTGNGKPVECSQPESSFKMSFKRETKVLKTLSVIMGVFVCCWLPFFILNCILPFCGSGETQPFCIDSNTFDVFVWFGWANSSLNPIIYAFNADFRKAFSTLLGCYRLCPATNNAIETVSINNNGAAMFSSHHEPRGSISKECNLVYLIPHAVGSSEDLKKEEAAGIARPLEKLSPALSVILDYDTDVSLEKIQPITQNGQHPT
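Using tetracycline-induced force-coupled D1 Hek293 cells and a calcium dye, signals were followed for 180 s after compound, then for 180 s after EC80 dopamine, to detect inhibitors.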
D1 ag – Allosteric Agonists of the Human D1 Dopamine Receptor: qHTS; activation, % at 2 µM; HEK293 T-REx D1 cells, calcium flux, agonist mode; D(1A) dopamine receptor (Homo sapiens), P21728; 360,000 tested, 1% active; in the data active means activation above about 30%; further: 0% is about no effect
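Tetracycline-induced HEK293 TREx D1 cells, force-coupled to calcium signalling, were dye-loaded with a no-wash calcium kit. Compound was pin-added after a 10 s baseline. Fluorescence was read kinetically at 1 cycle/s for 180 s, with calcium rises flagged as agonism.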
D1 potentiator – Potentiators of Human D1 Dopamine Receptor: qHTS; potentiation, % at 10 µM; 360,000 tested, 0.036% active; HEK293 TREx D1 cells, calcium flux, dopamine EC20 potentiation; AID 504651, 2011; in the data active means potentiation above about 30%; further: 0% is about no effect
RXFP1 antag – qHTS Assay for Antagonists of the Relaxin Receptor RXFP1 | AID 1259400, 2018 | activity change, negative = inhibition, % at 57.5 µM | HEK293-RXFP1, relaxin-stimulated cAMP HTRF, 30 min; stronger effect = lower value | 350,000 tested, 0.59% active;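 active means activity change of -60% or lower, but not beyond a set lower limit; inconclusive means change between -60% and -40%, or beyond the set limit; inactive means change above -40%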; further: on the % scale 0 is the no-effect control and ±100 the full control effect
RXFP1 agonist – qHTS Assay for Agonists of the Relaxin Receptor RXFP1 | HEK293T-RXFP1 cAMP TR-FRET, 30 min; response scale: percent of porcine relaxin response, buffer zero | 370,000 tested, 0.3% active | Relaxin receptor 1 (Homo sapiens), Q9HBX9 | Potency, µM (titrated, usually from 57.5 µM), for inactives: at the highest dose activation, most hits filed as activators; further: potency means the concentration at half of the fitted maximal effect; on the % scale 0 is the no-effect control and ±100 the full control effect; nearly all actives have a fitted effect of over 60% in size; many of its hits are not listed in these tables
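Agonist response is measured as cAMP accumulation in an RXFP1-transfected HEK293T line under PDE4 inhibition. Values are scaled between buffer-only and 29 nM porcine relaxin, and EC50s come from standard Hill equation fits.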
GRP78 ERSR act – qHTS for Inducers of the Endoplasmic Reticulum Stress Response (ERSR) in Human Glioma: qHTS | 420,000 tested, 0.02% active | U87-MG GRP78 promoter luciferase reporter, 16 h | Potency, µM, for inactives: at the top dose activation, actives largely listed as activators; further: potency means the concentration at half of the fitted maximal effect; series mostly up to about 76 µM; % of control where 0% means no effect; nearly all actives have a fitted effect of over 35% in size
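Stably transfected U87-MG glioma cells carrying a GRP78-based luciferase sensor; 16 h compound incubation. Luminescence end-point read 10 min after Bright-Glo addition at room temperature.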
Vif-APOBEC3F blk – qHTS for Inhibitors of Vif-A3F Interactions: qHTS; HeLa A3F-eYFP + Vif (tagged APOBEC3F with the HIV-1 protein that degrades it), YFP fluorescence increase; Potency, µM (top dose mostly 46.1 µM), for inactives: top-dose activity, negative = active; 390,000 tested, 0.2% active; AID 602313, 2012; further: potency means the concentration at half of the fitted maximal effect; % of control where 0% means no effect; nearly all actives have a fitted effect of over 65% in size
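HeLa cells stably expressing A3F-eYFP plus Vif, plated and incubated overnight at 37 deg C, then exposed to compounds overnight at 37 deg C. Blocked degradation read as raised yellow fluorescence (Ex 488/Em 500-530).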
D2 PAM – HTS Assay for Positive Allosteric Modulators of the Human D2 Dopamine Receptor: Primary Screen for Potentiators | D(2) dopamine receptor (Homo sapiens), P14416 | HEK293 T-REx D2, calcium flux, EC20 dopamine potentiation | potentiation, % at 10 µM | 340,000 tested, 0.34% active | AID 485347, 2010;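 active means potentiation over 3 SD above the plate norm, cut at about 30% in these data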; further: 0% is about no effect
Target sequence (P14416 whole entry, looked up): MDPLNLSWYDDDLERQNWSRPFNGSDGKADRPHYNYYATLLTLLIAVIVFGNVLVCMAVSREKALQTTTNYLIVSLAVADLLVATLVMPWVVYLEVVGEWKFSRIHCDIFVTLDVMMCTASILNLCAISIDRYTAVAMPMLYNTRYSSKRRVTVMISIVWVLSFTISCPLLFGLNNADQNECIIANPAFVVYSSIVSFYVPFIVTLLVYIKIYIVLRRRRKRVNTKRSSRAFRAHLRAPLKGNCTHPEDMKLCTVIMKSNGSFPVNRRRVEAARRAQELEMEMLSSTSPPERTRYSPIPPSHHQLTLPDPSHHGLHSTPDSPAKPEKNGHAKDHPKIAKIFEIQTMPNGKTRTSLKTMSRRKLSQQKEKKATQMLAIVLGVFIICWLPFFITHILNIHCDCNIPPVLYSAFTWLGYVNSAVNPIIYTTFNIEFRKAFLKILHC
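Potentiation of an EC20 dopamine calcium response is measured in a force-coupled, tetracycline-inducible Hek293 Trex D2 line. Compound-only kinetic reads over 180 s flag agonists before dopamine addition.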
The depositor's hits bear a star; u = inconclusive; x = not tested or not shown; & = joins results of further samples. Unless noted, the call rests on the fitted dose curve; in most records, active means well fitted curve in the direction sought with a large enough effect; inconclusive means small, poorly fitted or top-dose-only effect, or another doubt; inactive means no such curve, though single readings can be large; an effect the other way counts as inactive or inconclusive. These rows are one share of the data; the hit share may differ from the screen's.

SMILES	Vif-APOBEC3G blk	D1 antagonist	D1 ag	D1 potentiator	RXFP1 antag	RXFP1 agonist	GRP78 ERSR act	Vif-APOBEC3F blk	D2 PAM
Cc1c(N=Cc2c(O)n(Cc3ccc(F)cc3)c(=O)[nH]c2=O)c(=O)n(-c2ccccc2)n1C	0.1%	-3.1	0.4	-3.5	-5.5	0.4%	-0.3%	-3.4%	19.8
O=C(O)c1cccc2nc3ccccc3nc12	-3.3%	-10.3	1.2	-1.2	x	-0.7%	2.1%	6.5%	11.6
C[N+]1(C)CCOC(O)(c2ccc(-c3ccc(C4(O)C[N+](C)(C)CCO4)cc3)cc2)C1 (centres undefined)	-2.7%	-22.4	0.9	-4.8	x	4.9%	-1.3%&-2.2%&-1.7%	-0.2%	-6.7
OCC12CO[C@@H]3c4ccccc4[C@H](OC1)N32 (some centres undefined)	-6.2%	1.8	3.2	1.7	7.3	2.7%	-2.1%	1.5%	3.2
CN(C)C(=O)Oc1ccc(NC(=O)N2CCOCC2)cc1	-0.1%	40.1	-0.6	-7.6	-5.6	-0.1%	-5.3%	-1.0%	4.9
COc1ccccc1CNCCc1ccc(F)cc1	3.2%	-3.1	7.9	-1.6	6.9	1.1%	-0.5%	-1.4%	6.6
COC(=O)C1=C(c2ccccc2OCc2ccccc2)C[C@@H]2CC[C@H]1N2C(=O)NCCOc1ccc(OC)cc1	-6.3%	-37.6*	2.4	-4.5	x	-2.4%	-2.9%	0.3%	-7.6
O=NN1CCCCC1	-2.1%	x	-1.2	-3.0	x	0.7%	-3.4%	-12.4%	11.1
COC(=O)C1=C(c2ccc(OC)c(OC)c2)C[C@@H]2CC[C@H]1N2C(=O)NCC1CC1	2.2%	13.0	-0.2	-0.2	x	-2.8%	-1.4%	7.7%	-3.8
COc1ccc(CC(C)NCCC(c2ccccc2)c2ccccc2)cc1 (centres undefined)	-16.7%	-2.9	43.3*	-2.0	-22.3	0.6%	-2.4%	-6.0%	-7.1
CCC(CC)NC1CCCCC1OC (centres undefined)	-9.6%	-7.2	3.4	-9.4	-4.8	0.3%	-4.8%	6.3%	0.4
NP(=O)(Oc1ccccc1Cl)Oc1ccccc1Cl	-5.1%	-23.9	2.7	-2.2	-0.8	3.0%	-5.4%	2.9%	12.4
O=P(N[C@@H](c1ccccc1)[C@@H]1C[C@H]1CO)(c1ccccc1)c1ccccc1	-0.1%	1.1	-2.1	-5.7	x	4.1%	6.0%	0.9%	-1.8
Cc1nn(Cc2ccccc2Cl)c(Cl)c1C(=O)OCC(=O)NCc1ccco1	1.3%	-8.9	2.7	-2.4	-14.7	0.4%	-0.4%	1.2%	1.5
O=C(c1ccc(Cl)cc1)C1CCCN(C2CCSCC2)C1 (centres undefined)	0.5%	1.1	2.0	-2.7	14.3	0.9%	-4.8%	-4.3%	-14.7
COC(=O)C1=C(c2ccc(C(C)=O)cc2)C[C@@H]2CC[C@H]1N2C(=O)NC(C)C	-0.8%	-91.3*	-0.6	-6.9	x	1.3%	-0.1%	-2.9%	-5.9
Cc1ccccc1N1CCN(C2CCCN(C(=O)Cc3c(C)noc3C)C2)CC1 (centres undefined)	-2.0%	2.5	-0.4	-7.0	4.4	-1.7%	-5.1%	-6.1%	1.0
OC(c1ccncc1)(c1ccc(F)cc1)c1ccc(F)cc1	-5.5%	1.1	1.7	-3.6	-2.0	2.4%	3.1%	-25.2%	4.4
COc1cc(/C=N/NC(=O)Cn2c([N+](=O)[O-])cnc2C)ccc1OC(=O)N(C)C	-0.4%	-5.8	2.5	-0.5	25.3	-1.1%	-2.8%	-11.1%	-1.7
O=C1/C(=C/c2ccc3c(c2)OCO3)SC(=S)N1CCC(=O)N(CCO)c1ccccc1	-16.3%	x	x	x	-3.0	x	-7.8%	22.4µM*	x
COc1ccc(-c2ccc(OC)c(OC)c2OC)cc1	u	x	x	x	-24.5	x	2.2%	-11.9%	x
CCn1c(O)c(/C=N/NC(=O)c2ccncc2)c(=O)n(CC)c1=S	u	3.7	27.8	0.7	-10.9	0.5%	-3.6%	7.94µM*	6.1
COC(=O)C1=C(c2ccc(F)cc2OCc2ccccc2)C[C@@H]2CC[C@H]1N2C(=O)NCc1ccc(OC)c(OC)c1	-7.0%	x	0.4	-1.4	x	0.8%	-4.4%	-2.6%	2.7
CC(C)(C)c1o[nH]c(=O)c1CC(N)C(=O)O (centres undefined)	-0.3%	-20.6	-2.1	0.3	x	-0.3%	-3.6%&-2.9%	7.1%	0.8
C[C@]12CC[C@H](OC(=O)CCC(=O)O)CC1=CCC1C2CC[C@@]2(C)C1CC[C@@H]2OC(=O)CCC(=O)O (some centres undefined)	0.8%	x	x	x	-3.0	x	-1.7%	0.3%	x
O=C(Nc1ccc(Cl)cc1C(=O)c1ccccc1)c1ccccc1Br	0.0%	9.9	5.7	0.6	-16.2	1.5%	7.3%	1.7%	3.4
Cc1[nH]c2ccccc2c1CCCNC1CCCCC1	3.3%	-1.8	36.8*	-3.3	-25.4	-9.0%	-1.5%	2.6%	-26.0
CC(=NCCN1CCOCC1)c1c(O)n(-c2ccccc2C)c(=O)[nH]c1=O	3.9%	10.0	2.8	-1.4	8.2	-0.1%	-5.6%	2.6%	-1.6
Cc1ccc(S(=O)(=O)N[C@@H](CCCCN)C(=O)CCl)cc1	-4.0%	x	x	x	8.0	x	-7.3%&-6.8%&-2.3%	-8.8%	x
N[C@@H](Cc1c[nH]c2ccccc12)c1nnc(SCc2ccc(Cl)cc2)o1	0.5%	2.2	2.4	0.3	-16.3	0.8%	-5.7%	x	-2.4
COc1cccc(NP(=O)(Oc2ccccc2Cl)Oc2ccccc2Cl)c1	-8.0%	4.1	6.1	-8.8	-8.5	3.7%	-8.8%	-4.8%	-1.4
CN1CC(C(=O)c2ccc([N+](=O)[O-])cc2)C(c2ccc(Cl)cc2)C1 (centres undefined)	-0.7%	-21.3	5.8	-0.2	-6.9	0.2%	-4.5%	-18.6%	-14.3
O=C1/C(=C/c2cccnc2)N2CCC1CC2	1.3%	-3.8	2.8	-0.8	3.7	1.4%	0.6%	14.0%	x
COc1cc2ccc(=O)oc2c2ccoc12	2.2%	2.1	-1.3	-1.1	x	2.3%	-2.1%&-2.9%	5.7%	2.3
CN(N=O)c1cc(O)ccc1O	-19.4%	-2.4	2.7	-3.5	x	x	-13.2%&0.4%	x	x
COC(=O)C1=C(c2ccccc2OCc2ccccc2)C[C@@H]2CC[C@H]1N2C(=O)NCc1ccc([N+](=O)[O-])cc1	0.7%	4.0	1.2	-1.6	x	0.2%	-5.0%	-13.7%	0.1
Cc1cccc(OCC(O)CN2CC2)c1 (centres undefined)	3.7%	x	x	x	5.4	x	-2.0%	0.7%	x
O=c1c2ccccc2nc(-c2ccccc2Cl)n1-c1ccc(O)cc1	-15.0%	4.7	2.4	2.0	-3.9	-0.1%	-10.5%	-12.9%	8.6
CC(C)C1C(c2ccccc2)N(C)C(c2ccccc2)CC1(O)c1ccccc1 (centres undefined)	-23.7%	25.9	0.0	-2.4	13.6	2.5%	-0.6%	u	-3.8
C[C@]12CCC3C(CCC4=C/C(=N/OCC(=O)NC(CCC(=O)O)C(=O)O)CC[C@@]43C)C1CCC2O (some centres undefined)	2.0%	-7.0	3.6	3.5	-2.8	3.2%	2.4%	9.6%	-9.3
CC(=O)NC1CC2CCCC(C1)N2 (centres undefined)	-4.1%	1.8	2.4	-10.3	-1.0	0.3%	-2.0%	-6.1%	-5.7
COc1c2c(cc3c1OCO3)CC[N+](C)=C2	3.3%	1.9	-5.2	-2.6	8.3	1.1%	6.5%&-2.4%	0.0%	-13.7
CC(CN1CCOCC1)C(C#N)(c1ccccc1)c1ccccc1 (centres undefined)	-12.9%	x	x	x	-21.4	x	-1.4%	11.6%	x
CCOP(=O)(OCC)/C(C#N)=C/c1ccc(Br)cc1	-5.5%	-28.0	2.9	-6.2	-14.8	-3.0%	-2.7%	10.9%	-25.4
CC(=O)Nc1ccccc1C(=O)OCc1cccc(F)c1	-4.0%	9.0	1.6	-1.3	-3.4	3.7%	-0.2%	-8.6%	18.7
Cc1ccc(-n2c(O)c(C=NCc3ccco3)c(=O)[nH]c2=S)cc1C	-5.8%	-2.9	2.3	2.9	-24.4	2.6%	4.4%	6.1%	7.6
Cc1cc(OCC(=O)N[C@@H](Cc2ccccc2)C(=O)O)c2c3c(c(=O)oc2c1)CCCC3	-1.4%	9.5	0.1	-4.0	x	0.5%	-2.4%	9.2%	4.0
COc1ccc(CC2NCC(O)C2OC(C)=O)cc1 (centres undefined)	-13.8%	x	x	x	10.2	x	-5.5%&-6.4%	0.2%	x
Cc1cc(C)cc(N2C(=O)NC(=O)/C(=C\c3cc(C)n(C)c3C)C2=O)c1	2.7%	5.8	0.9	11.9	-14.1	0.5%	-3.1%	u	1.8
CCOC(=O)c1c(/N=C/c2c(O)n(-c3ccc(F)cc3)c(=S)[nH]c2=O)sc2c1CCCC2	-8.6%	x	-1.7	2.7	6.9	4.0%	-0.5%	u	16.1
COc1cccc(-n2c(/C=C/c3ccccc3O)nc3ccccc3c2=O)c1	-7.6%	-19.6	4.8	1.1	x	1.4%	-2.4%	-2.7%	x

Fetched by structure from the entries so far:
SMILES	Vif-APOBEC3G blk	D1 antagonist	D1 ag	D1 potentiator	RXFP1 antag	RXFP1 agonist	GRP78 ERSR act	Vif-APOBEC3F blk	D2 PAM
CC(CN1CCOCC1)C(C#N)(c1ccccc1)c1ccccc1 (centres undefined)	-12.9%	x	x	x	-21.4	x	-1.4%	11.6%	x
CCOP(=O)(OCC)/C(C#N)=C/c1ccc(Br)cc1	-5.5%	-28.0	2.9	-6.2	-14.8	-3.0%	-2.7%	10.9%	-25.4

Source: PubChem
